Screening data (PubChem)
DAX1 inh-1 – DAX1 (NR0B1) inhibitors on StAR promoter, primary screen, cell-based, luminescence, SF-1 (NR5A1), full-length DAX-1; AID 652010, 2013; HEK293T StAR-luciferase reporter, SF-1/DAX-1 repression relief; hit rate 1.1% among 370,000; inhibition, % at 6.8 µM;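 active = inhibition above the mean over all tested compounds plus 3 SD, cut at about 3.6% in these data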;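 note: 0% = DAX-1 cells with DMSO and 100% = cells lacking DAX-1 with DMSO; higher inhibition means more luminescence from relief of DAX-1 repression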
DAX1 inh-2 – DAX1 (NR0B1) inhibitors, primary screen, cell-based, HEK293, Gal4-DAX1, luciferase luminescence. HEK293 Gal4-DAX1 luciferase reporter. inhibition, % at 6.75 µM. hit rate 0.99% among 340,000. AID 504766, 2011;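 active = inhibition above the mean over all tested compounds plus 3 SD, cut at about 4.2% in these data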;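 note: 0% = DAX1-transfected cells with DMSO and 100% = empty-vector control cells with DMSO; inhibition shows as a rise in luminescence from relieved DAX1 repression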
Target sequence (P51843 207-470 limits assumed): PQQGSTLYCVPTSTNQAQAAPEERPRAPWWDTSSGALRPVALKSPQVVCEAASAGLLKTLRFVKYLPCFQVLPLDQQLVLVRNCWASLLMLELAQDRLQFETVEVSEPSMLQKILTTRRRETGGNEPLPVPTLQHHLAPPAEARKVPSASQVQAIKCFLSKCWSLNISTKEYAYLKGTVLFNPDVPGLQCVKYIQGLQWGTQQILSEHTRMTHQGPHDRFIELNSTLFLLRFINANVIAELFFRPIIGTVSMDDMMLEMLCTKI
ADAM17 inh – ADAM17 inhibitors, primary screen, biochemical, QFRET; AID 720648, 2013; recombinant ADAM17, EDANS/DABCYL FRET peptide cleavage; hit rate 0.83% among 370,000; Disintegrin and metalloproteinase domain-containing protein 17 (Homo sapiens), P78536; inhibition, % at 6.95 µM;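 active = inhibition above the mean of compounds lying between control limits plus 3 SD, set per campaign, cut at about 8.5% in these data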;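 note: 0% = DMSO-only wells as the low control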
Target sequence (P78536 215-824 limits assumed): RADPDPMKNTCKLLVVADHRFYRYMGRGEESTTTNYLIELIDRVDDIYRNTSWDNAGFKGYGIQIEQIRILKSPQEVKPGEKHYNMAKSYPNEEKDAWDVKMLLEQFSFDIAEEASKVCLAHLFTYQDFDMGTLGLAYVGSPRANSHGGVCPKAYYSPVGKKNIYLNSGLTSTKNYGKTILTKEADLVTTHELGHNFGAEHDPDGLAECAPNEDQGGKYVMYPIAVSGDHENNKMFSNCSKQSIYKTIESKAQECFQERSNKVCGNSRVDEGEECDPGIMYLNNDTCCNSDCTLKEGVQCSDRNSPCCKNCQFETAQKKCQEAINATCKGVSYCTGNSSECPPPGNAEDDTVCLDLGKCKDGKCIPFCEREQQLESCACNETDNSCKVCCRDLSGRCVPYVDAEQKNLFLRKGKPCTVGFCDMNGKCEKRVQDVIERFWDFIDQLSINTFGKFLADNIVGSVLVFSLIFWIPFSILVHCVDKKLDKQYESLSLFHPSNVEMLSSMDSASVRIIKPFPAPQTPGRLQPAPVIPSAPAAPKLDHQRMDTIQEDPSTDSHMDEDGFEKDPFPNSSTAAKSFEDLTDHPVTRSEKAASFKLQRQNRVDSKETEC
GAA850 FXN act – FXN promoter activators, primary screen, cell-based, luciferase luminescence, HEK293 lucGAA850 | HEK293 lucGAA850 FXN promoter luciferase reporter, 24 h; percent of 10 µM SAHA response | activation, % at 6 µM | hit rate 0.56% among 360,000;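 active = activation above the average of all compounds screened plus 3 SD, cutoff fixed separately per campaign, cut at about 7.5% in these data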;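 note: 0% = DMSO wells and 100% = 10 µM SAHA wells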
hgDAF-12 ag – H. glycines DAF-12 receptor agonists, primary screen, cell-based, luminescence, HEK293, GAL4 fusion, UAS-luciferase | HEK293 GAL4-hgDAF12 UAS-luciferase reporter, agonist luminescence; normalized to butyrate control | Nuclear hormone receptor DAF-12 (Heterodera glycines), GAL4 fusion | hit rate 1.8% among 370,000 | activation, % at 6.8 µM;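 active = activation above a cutoff set at the mean of all screened compounds plus 3 SD, cut at about 10% in these data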;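 note: 0% = DMSO wells and 100% = sodium butyrate wells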
ssDAF12 agonist – S. stercoralis DAF-12 nuclear receptor activators, primary screen, cell-based, luminescence, HEK293, GRIP1 co-expression, lit1-tk-luc. Nuclear hormone receptor DAF-12 (Strongyloides stercoralis). HEK293 ssDAF-12/GRIP1 lit1-tk-luc reporter; % of 3 µM dafachronic acid response. activation, % at 6.8 µM. hit rate 1% among 370,000. AID 652126, 2013;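 active = activation above the mean over all tested compounds plus 3 SD, cut at about 0.9% in these data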;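 note: 0% = DMSO-only wells and 100% = 3 µM delta7-dafachronic acid wells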
PLC-gamma1 inh – PLC-gamma1 enzyme inhibitors, primary screen, biochemical, fluorescence, purified enzyme; 1-phosphatidylinositol 4,5-bisphosphate phosphodiesterase gamma-1 (Homo sapiens), P19174; fluorogenic substrate; inhibition, % at 12.2 µM; hit rate 0.84% among 370,000; in the data active = inhibition above about 9.5%
ADAM10 inh – human ADAM10 inhibitors, primary screen, biochemical, QFRET, HTS | Disintegrin and metalloproteinase domain-containing protein 10 (Homo sapiens), O14672 | recombinant ADAM10, EDANS/DABCYL FRET peptide cleavage, 3 h | inhibition, % at 7 µM | hit rate 0.62% among 370,000;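 active = inhibition above a per-campaign cutoff equal to the mean of compounds falling between control-based bounds plus 3 SD, cut at about 20% in these data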;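 note: 0% = DMSO wells while the 100% control is not disclosed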
PLC-beta3 inh – human PLC-beta3 inhibitors, primary screen, biochemical, fluorescence; 1-phosphatidylinositol 4,5-bisphosphate phosphodiesterase beta-3 (Homo sapiens), Q01970; Purified PLC-beta3, fluorogenic substrate; inhibition, % at 12.2 µM; hit rate 0.18% among 370,000; AID 720704, 2013; in the data active = inhibition above about 11%;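 note: 0% = median of compound wells on plate and 100% = full blocker control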
HGIII-sPLA2 inh – human group III sPLA2 inhibitors, primary screen, biochemical, QFRET, BODIPY PC-A2 liposome substrate; Group 3 secretory phospholipase A2 (Homo sapiens), Q9NZ20; QFRET BODIPY PC-A2 liposome hydrolysis, fluorescence; inhibition, % at 12.2 µM; hit rate 0.56% among 370,000; AID 743126, 2013;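 active = inhibition above mean plus 3 SD of compounds lying within the high and low control bounds, cut at about 19% in these data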;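 note: 0% = median of test compound wells and 100% = no enzyme DMSO wells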
hcDAF-12 act – H. contortus DAF-12 nuclear receptor activators, primary screen, cell-based, luminescence, HEK293, lit1-tk-luc reporter; AID 652067, 2013; hit rate 1.4% among 370,000; activation, % at 6.8 µM; HEK293 hcDAF-12 lit1-tk-luc reporter; 0% DMSO, 100% Δ7-dafachronic acid;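 active = activation above the mean of all tested compounds plus 3 SD, cut at about 5.5% in these data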;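 note: 100% = response to 3 µM Δ7-dafachronic acid high control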
* marks the source's active call; other numbers are inactive results; i = inactive; / = no result given.

| canonical_smiles | DAX1 inh-2 | PLC-gamma1 inh | hcDAF-12 act | GAA850 FXN act | ssDAF12 agonist | ADAM17 inh | ADAM10 inh | HGIII-sPLA2 inh | hgDAF-12 ag | PLC-beta3 inh | DAX1 inh-1 |
| --- | --- | --- | --- | --- | --- | --- | --- | --- | --- | --- | --- |
| COC(=O)c1cc(NC(=O)Nc2ccccc2)ccc1Cl | -1.2 | 5 | 2.6 | 2.3 | -1.7 | 5 | 6 | -15 | 4.1 | 3 | -0.3 |
| O=C(CSc1ncn[nH]1)NCCc1ccc(Cl)cc1 | 0.8 | 4 | -0.7 | 0.1 | -0.7 | 2 | 1 | -13 | 0.3 | 3 | 0.5 |
| CC(=O)n1cc([C@H]2C=C(C(=O)N3CCN(Cc4ccc5c(c4)OCO5)CC3)O[C@@H](OCc3ccc(CO)cc3)C2)c2ccccc21 | -1.2 | 1 | -2.6 | -4.1 | -1.9 | 7 | 15 | -36 | -5.2 | 0 | -1.3 |
| Cc1cccc(-n2c(SCC(N)=O)nnc2-c2ccccn2)c1C | -1.2 | 3 | -1.0 | 1.2 | -1.2 | 2 | 0 | 4 | -1.0 | 6 | 0.3 |
| CCc1ccccc1NC(=O)CNC(=O)CSC(=S)N1CCCC1 | 0.0 | 5 | -1.3 | 0.4 | -1.0 | 4 | -20 | 13 | -3.0 | -6 | 1.5 |
| CCOc1ccc(-c2n[nH]c(=S)n2/N=C/c2cc3c(cc2[N+](=O)[O-])OCO3)cc1 | -0.4 | -5 | 0.9 | 0.1 | -0.1 | -4 | -10 | 2 | 1.2 | 1 | -0.1 |
| COc1ccccc1C1CN(c2ccccc2)N=C1c1cccs1 (centres undefined) | -0.1 | i | 5.2 | 1.0 | -0.3 | -255 | i | 2 | 2.3 | i | -0.1 |
| C[C@@H]1CN([C@H](C)CO)C(=O)CCCn2nncc2CO[C@@H]1CN(C)S(=O)(=O)c1cccc(F)c1 | 0.9 | 2 | 0.5 | -0.9 | -1.1 | 0 | -10 | 9 | -0.1 | 2 | 0.6 |
| COc1ccc(OC)c(NC(=O)CN(Cc2ccc(Cl)cc2)S(C)(=O)=O)c1 | 2.5 | 1 | -1.2 | -0.1 | -1.3 | -2 | -4 | -7 | 1.9 | -2 | -0.7 |
| COc1cc(C(=O)NNC(=O)c2ccc3c(c2)OCCO3)cc(OC)c1OC | 0.8 | -18 | -0.2 | -0.9 | -0.8 | -8 | -30 | 4 | 1.0 | -23 | -0.3 |
| COc1ccc(C(=O)Oc2ccc(C)cc2)cc1S(=O)(=O)N1CCOCC1 | 1.6 | 1 | -0.9 | -1.5 | -1.7 | 0 | 1 | -7 | -0.4 | 4 | -0.4 |
| Cc1cnc(NC(=O)CSc2nnc(-c3ccncc3)n2C2CCCCC2)s1 | 3.4 | -1 | -0.8 | 1.2 | -0.3 | -2 | -3 | 0 | 0.7 | 3 | 0.3 |
| COc1ccc(CNc2nc(SC)n[nH]2)cc1OC | 1.3 | 0 | -2.0 | -1.3 | -1.8 | -4 | 0 | 9 | -1.2 | 3 | 0.2 |
| CCOC(=O)c1c2n(c3ccc(O)cc13)CCCCC2 | -1.2 | -1 | -1.1 | 0.9 | -1.2 | 1 | 7 | -9 | -0.3 | 0 | -1.1 |
| O=C(CON=C1c2ccccc2-c2ccccc21)NC12CC3CC(CC(C3)C1)C2 | -0.8 | 3 | -0.8 | 1.2 | -1.3 | 2 | 0 | -5 | 2.6 | 0 | -0.3 |
| CCOC(=O)c1c(O)c2ccccc2oc1=O | 1.6 | 7 | -0.4 | 4.2 | -0.9 | 2 | 3 | 2 | -4.5 | -8 | -0.2 |
| O=C(c1cccnc1)N1N=C(C2CC2)CC1(O)C(F)(F)F (centres undefined) | -0.3 | 2 | -1.1 | 0.1 | -1.0 | 0 | 3 | -3 | 0.3 | 1 | -0.4 |
| O=C(NC1CCCC1)C(c1ccccc1F)N(C(=O)c1csnn1)C1CC1 (centres undefined) | -0.2 | -1 | -0.6 | 0.9 | -1.2 | -3 | -5 | -1 | -0.6 | 0 | -0.2 |
| CCC(=O)N1CCc2nc(-c3ccccc3)sc2C1 | 0.1 | -2 | -0.2 | 6.4 | -1.0 | -7 | -20 | 6 | 6.2 | -3 | 0.7 |
| CCCCNC(=O)[C@H]1C[C@H]1[C@@H](O)[C@H](CO)NC(=O)[C@H](Cc1ccccc1)NC(=O)OC(C)(C)C | 1.3 | 0 | -0.2 | 2.0 | -2.0 | -1 | 7 | 5 | -1.3 | 1 | -0.1 |
| O=C(CN(c1ccc(Cl)c(C(F)(F)F)c1)S(=O)(=O)c1ccccc1)N/N=C/c1cccc2c1OCCO2 | 0.4 | 2 | -1.2 | 2.0 | -1.5 | -3 | 3 | 1 | -0.4 | -2 | 1.0 |
| O=C(CCC1N=C2c3ccccc3N=C(SCc3ccc(F)cc3)N2C1=O)NCc1ccco1 (centres undefined) | -1.1 | -8 | -2.5 | 1.9 | -1.2 | -28 | -120 | -15 | -1.5 | -12 | -1.3 |
| O=C(CCNS(=O)(=O)c1c(Cl)cccc1Cl)OCC(=O)c1ccccc1 | 0.6 | 0 | -1.5 | 1.2 | -0.7 | -1 | 10 | -18 | 1.1 | 5 | -0.3 |
| CC(=O)N1N=C(c2cccnc2)OC1c1ccc(C(C)C)cc1 (centres undefined) | -0.7 | -1 | -1.9 | 1.1 | -0.7 | -1 | 4 | 3 | -1.7 | -1 | 0.0 |
| Fc1ccc(-c2csc(-c3cccnc3)n2)cc1F | 0.8 | -1 | 2.7 | 2.9 | -0.7 | -7 | -4 | 0 | 9.9 | -8 | 0.2 |
| COc1ccc2c(c1)C1CC(C)(NC(=O)C1C(=O)c1ccccc1)O2 (centres undefined) | 0.3 | -1 | -1.1 | -1.7 | -1.0 | -3 | 12 | 0 | -2.0 | 1 | 0.0 |
| Cc1[nH]n(-c2cccc([N+](=O)[O-])c2)c(=O)c1-c1ccccc1 | -0.1 | 1 | -1.9 | 2.9 | -1.9 | -3 | 4 | -14 | 0.8 | 5 | 0.3 |
| CN(CC(=O)N1CCN(Cc2ccccc2)CC1)S(=O)(=O)c1ccc(F)cc1 | -0.3 | 2 | -0.6 | 0.5 | -0.3 | 3 | 0 | -9 | 0.9 | 1 | 0.1 |
| Cc1onc(-c2ccccc2Cl)c1C(=O)Nc1ccc(Cl)cn1 | 1.6 | 2 | -0.2 | -0.5 | -1.1 | -1 | 9 | 0 | 0.8 | -3 | -0.1 |
| O=C(CN1C(=O)NC2(CCCC2)C1=O)Nc1nc2ccccc2s1 | 3.5 | -1 | 5.8* | 0.2 | 0.7 | -4 | -7 | 10 | 4.7 | -2 | 1.4 |
| O=[N+]([O-])c1ccccc1CCO | / | -1 | 2.7 | / | -0.5 | -6 | -13 | 7 | -3.6 | 0 | -0.1 |
| COc1ccc([C@H]2C[C@H](O)[C@@H](n3cc(C4CC4)nn3)CN2Cc2cccs2)cc1 | 0.0 | 1 | -0.5 | -1.9 | -1.0 | 2 | -2 | 6 | 5.1 | 9 | 0.8 |
| CN(Cc1ccccc1)C(=O)c1ccc2sc([C@@H]3O[C@H](CO)[C@H](O)[C@H](O)[C@H]3O)nc2c1 | / | 2 | -0.9 | -1.1 | -1.3 | -4 | -16 | 9 | 1.5 | -8 | -0.7 |
| COC(=O)c1ccc(S(=O)(=O)c2ccccc2)c(N)c1 | -0.6 | i | -1.5 | 2.9 | -1.2 | i | i | -4 | -0.5 | i | -0.1 |
| COc1ccc(OC)c(S(=O)(=O)N2CCC(C(=O)N3CCN(Cc4ccccc4)CC3)CC2)c1 | -0.2 | 1 | -0.1 | -2.3 | -2.0 | -1 | -1 | -7 | -3.2 | 0 | -0.7 |
| COc1ccc(S(=O)(=O)CCC(=O)N2c3ccccc3CC2C)cc1 (centres undefined) | -0.5 | -2 | -0.6 | 1.1 | -1.1 | 0 | 0 | 8 | -2.6 | 2 | -0.2 |

Copied from the list.
ssDAF12 agonist result of COc1ccc(OC)c(S(=O)(=O)N2CCC(C(=O)N3CCN(Cc4ccccc4)CC3)CC2)c1 = -2.0
ssDAF12 agonist result of C[C@@H]1CN([C@H](C)CO)C(=O)CCCn2nncc2CO[C@@H]1CN(C)S(=O)(=O)c1cccc(F)c1 = -1.1

New compounds follow.
| canonical_smiles | DAX1 inh-2 | PLC-gamma1 inh | hcDAF-12 act | GAA850 FXN act | ssDAF12 agonist | ADAM17 inh | ADAM10 inh | HGIII-sPLA2 inh | hgDAF-12 ag | PLC-beta3 inh | DAX1 inh-1 |
| --- | --- | --- | --- | --- | --- | --- | --- | --- | --- | --- | --- |
| COc1ccc(-n2c(N)c(Br)c(=O)[nH]c2=O)cc1 | 0.8 | 11* | 1.5 | 0.6 | -0.5 | 3 | 2 | -1 | 0.8 | -75 | -0.9 |
| Cn1c(CCNC(=O)c2ccc(Cl)cc2)n[nH]c1=S | 1.8 | 3 | -0.2 | 0.1 | -0.8 | -1 | 3 | 2 | -0.2 | 1 | 0.4 |
| c1ccc(-c2ccc3cnccc3n2)cc1 | / | 0 | -0.1 | / | -1.0 | -2 | -4 | 2 | 3.6 | -4 | 1.1 |
| CN1CCCC(CC2Oc3ccccc3Sc3ccccc32)C1 (centres undefined) | 0.8 | -1 | -1.8 | -5.8 | -1.2 | 1 | -5 | -3 | -1.9 | 3 | 0.1 |
| COc1cccc(/C=N/NC(=O)C(C)Cn2cnc3ccccc32)c1 (centres undefined) | / | 1 | 0.3 | -0.3 | -1.6 | -7 | -6 | 11 | -1.9 | -9 | 0.1 |
| O=C(N=C1SC2CS(=O)(=O)CC2N1CCc1ccc(F)cc1)C1CCCCC1 (centres undefined) | -0.3 | -1 | -0.8 | 0.5 | -1.2 | -4 | -3 | 4 | 0.0 | -6 | -0.2 |
